Jurkat NFkB inh: inhibitors of induced NF-kB luciferase reporter, primary screen, TCR NF-kB activation inhibitor project, cell-based, luminescence, uHTS; 330,000 tested, 0.53% active; Jurkat, PMA/ionomycin-induced NF-kB luciferase reporter; inhibition, % at 4 µM; AID 435003, 2010; in the data active = inhibition above about 50%
CCR6 antag: CCR6 receptor antagonists, primary screen, cell-based, CHO-K1, luminescence, beta-arrestin, uHTS; C-C chemokine receptor type 6 (Homo sapiens), P51684; CHO-K1 CCR6 PathHunter beta-arrestin, CCL20-stimulated; inhibition, % at 20 µM; 340,000 tested, 0.49% active; AID 493098, 2011;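 active = compounds whose inhibition of the agonist-driven luminescence signal at 20 µM reaches about 50%, limit read from the data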;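 also: cells stimulated with CCL20 at 14 nM final; plate controls were DMSO with CCL20 for no effect and DMSO without agonist for full effect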
Target sequence (P51684 whole entry, looked up): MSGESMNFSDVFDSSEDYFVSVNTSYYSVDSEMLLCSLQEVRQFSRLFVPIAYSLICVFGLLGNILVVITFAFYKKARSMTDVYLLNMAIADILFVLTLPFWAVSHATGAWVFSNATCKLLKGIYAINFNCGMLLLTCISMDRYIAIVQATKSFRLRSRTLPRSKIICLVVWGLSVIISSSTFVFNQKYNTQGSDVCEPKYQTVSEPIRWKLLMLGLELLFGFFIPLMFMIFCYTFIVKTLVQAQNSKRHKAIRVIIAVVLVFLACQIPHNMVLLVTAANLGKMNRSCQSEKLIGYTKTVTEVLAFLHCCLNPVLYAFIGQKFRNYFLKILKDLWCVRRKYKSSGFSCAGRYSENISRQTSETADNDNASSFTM
EBI2 antag: EBI2 receptor antagonists, beta-arrestin recruitment, primary screen, cell-based, luminescence, 7a,25-OHC stimulation, uHTS; 7a,25-OHC stimulated; inhibition, % at 5 µM; 360,000 tested, 0.81% active; AID 651636, 2012; in the data active = inhibition above about 38%;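 also: enzyme fragment complementation signal reports receptor beta-arrestin coupling in cells; 0% = agonist plus DMSO wells and 100% = wells without agonist; some results beyond the cut were filed as inactive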
Target sequence (P32249 whole entry, looked up, the tested form may be a part): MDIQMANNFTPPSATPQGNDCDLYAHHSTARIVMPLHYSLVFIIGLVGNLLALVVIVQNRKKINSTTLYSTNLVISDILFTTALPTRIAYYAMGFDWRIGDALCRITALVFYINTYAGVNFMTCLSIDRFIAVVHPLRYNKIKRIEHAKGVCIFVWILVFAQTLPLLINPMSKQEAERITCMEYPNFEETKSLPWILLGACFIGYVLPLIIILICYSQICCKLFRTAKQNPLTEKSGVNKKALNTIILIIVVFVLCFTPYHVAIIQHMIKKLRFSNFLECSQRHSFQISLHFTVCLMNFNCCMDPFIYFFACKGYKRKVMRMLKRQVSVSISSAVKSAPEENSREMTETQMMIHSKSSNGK
697 NFkB inh: inhibitors of PMA/ionomycin-induced NF-kB reporter, 697 cells, primary screen, B-cell NF-kB inhibitor project, cell-based, luminescence, uHTS; 697 B-cell NF-kB luciferase reporter, 16 h; inhibition, % at 4 µM; 330,000 tested, 0.33% active; in the data active = inhibition above about 35%
UBC13 polyUb: UBC13 polyubiquitin chain formation inhibitors, primary screen, biochemical, TR-FRET, uHTS; Ubiquitin-conjugating enzyme E2 N (Homo sapiens), P61088; inhibition, % at 20 µM; 330,000 tested, 0.47% active; in the data active = inhibition above about 45%, passing the limit was not always enough
Target sequence (P61088 whole entry, looked up): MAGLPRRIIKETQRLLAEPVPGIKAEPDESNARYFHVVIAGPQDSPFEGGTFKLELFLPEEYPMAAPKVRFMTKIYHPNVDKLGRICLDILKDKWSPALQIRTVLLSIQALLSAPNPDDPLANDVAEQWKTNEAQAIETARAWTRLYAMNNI
APJ antagonist: antagonists of human apelin receptor APJ, primary screen, CHO-K1 cells, beta-arrestin complementation, luminescence | 330,000 tested, 0.32% active | inhibition, % at 20 µM | AID 2521, 2010 | P35414;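 active = inhibition above about 40% at 20 µM, limit read from the data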;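 also: cells challenged with 10 nM apelin-13 agonist together with compound; plate controls were apelin-13 plus DMSO wells for no effect and DMSO wells lacking apelin-13 for full effect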
Gli-Sufu block: Gli-Sufu pathway antagonists, primary screen, luciferase luminescence, Sufu-KO-LIGHT cells, uHTS. inhibition, % at 5 µM. 340,000 tested, 0.74% active. AID 588413, 2011. Sufu-KO-LIGHT fibroblasts, Gli luciferase reporter luminescence;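 active = inhibition above about 55%, limit read from the data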;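 also: 0% = DMSO-treated cells and 100% = wells with medium but no cells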
CXCR6 block: CXCR6 receptor inhibitors, primary screen, cell-based, beta-arrestin, luminescence, CHO-K1 PathHunter, 1536-well; inhibition, % at 20 µM; C-X-C chemokine receptor type 6 (Homo sapiens), O00574; 360,000 tested, 0.36% active; in the data active = inhibition above about 34%, passing the limit was not always enough;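 also: antagonist mode with CXCL16 agonist at 10 nM final; 0% = 10 nM CXCL16 with DMSO and 100% = unstimulated wells without agonist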
An asterisk follows results filed as active; . = no result given.

SMILES	Jurkat NFkB inh	CCR6 antag	EBI2 antag	697 NFkB inh	UBC13 polyUb	APJ antagonist	Gli-Sufu block	CXCR6 block
O=C(N/N=C(\CC(=O)c1cccs1)C(F)(F)F)c1cccnc1	18	23	-5	-5	-11	22	4	16
COc1ccccc1NC(=O)COn1nnc2ccc(S(=O)(=O)N3CCOCC3)cc21	-2	4	0	-2	4	9	4	-5
CCN1CCCC(NC(=O)c2cc([N+](=O)[O-])ccc2OC)C1 (stereo unspecified)	-10	-5	-2	14	-14	-3	-10	-7
O=C(CCCN1C(=O)/C(=C/c2cccs2)SC1=S)Nc1ccc(C(=O)O)cc1	-2	19	-13	8	-6	16	2	8
CCc1nnc(NS(=O)(=O)c2ccc(NCc3cc(Cl)ccc3O)cc2)s1	15	11	-2	4	-4	2	-20	-5
O=C(c1ccccc1)c1ccc(N2CCN(C(=O)c3cccc(F)c3F)CC2)c(F)c1	12	15	3	-11	22	9	15	-4
Cc1ccc2c(c1)[C@H]1[C@H](CO2)[C@H](c2ccccc2)[C@]2(C)C(=O)NCC(=O)N12	-5	-6	-5	-17	-2	4	-7	0
CCCN(C(=S)Nc1ccccc1)C1CCS(=O)(=O)C1 (stereo unspecified)	4	6	-5	5	4	-1	11	8
Cc1ccc(-n2cc(CN3CCC(O)(c4ccccn4)CC3)c(-c3ccc(F)cc3)n2)cc1	2	9	-3	9	18	1	29	-9
COc1ccc(NC(=O)Nc2cc(C)ccc2OC(F)F)c(OC)c1	12	-3	5	2	14	7	3	6
CC1CCN(C(=O)CSc2nc3c(c(=O)n2C)SCC3)CC1	28	5	-11	-7	-8	13	-3	-9
CCOc1ccc(Cn2nnc(C(=O)NCc3ccccc3)c2N)cc1	-8	-5	20	-9	0	-40	-10	-2
OCC[C@H]1C[C@@H](O)[C@H](O)[C@@]2(CCc3ccccc3O2)O1	-18	-1	0	16	-5	4	22	-2
COc1ccc(COC(=O)N/N=C(\C)CC(=O)Nc2c(C)cc(C)cc2C)cc1	0	-16	0	2	6	21	99*	-4
COc1cccc2[nH]c3c(N4CCN(Cc5ccc6c(c5)OCO6)CC4)ncnc3c12	-6	.	.	8	15	4	.	.
Cc1nn(-c2ccccc2)c(Cl)c1/C=C1\C(=O)N(C)C(=S)N1C	-4	8	5	-6	-4	8	3	3
Cc1[nH]c(C)c(S(=O)(=O)Nc2ccc(OC(F)(F)F)cc2)c1C(=O)N1CCCCC1	5	4	-9	-28	-9	-25	-1	5
COCCCC1CCN(C(=O)c2cc(COc3ccc(C)nc3)on2)CC1	4	12	4	-4	2	15	7	-7
COC1=CC(=O)[C@@]2([C@@H]1O)[C@@H](Cl)C[C@]13C(OC)=C(OC)C(=O)C[C@]21CCN3C	-7	1	-3	8	-12	-6	-7	-1
CCOc1ccc(OCC)c(-c2c(=O)n(OCc3ccc(C(C)(C)C)cc3)c3ccccc3[n+]2[O-])c1	-1	6	-29	16	-4	-16	12	13
O=C(c1ccccc1)N1CCC(=O)N1c1ccccc1	3	3	-8	2	7	-22	8	-5
C=CCn1c(SCC(=O)N(CC)C2CCS(=O)(=O)C2)nc2scc(-c3ccccc3)c2c1=O (stereo unspecified)	.	7	-5	.	.	.	3	8
CN1c2ccccc2C(O)=C(C(=S)Nc2ccc(F)c(Cl)c2)S1(=O)=O	-10	9	-1	13	-4	-5	21	-3
O=C(COc1ccccc1F)Nc1c2c(nn1-c1ccccc1)CS(=O)(=O)C2	4	15	7	-3	11	-6	5	1
O=C(O)c1ccccc1-c1ccccc1C(=O)NCc1ccccc1F	-5	8	-2	-10	-12	-26	-10	-4

Reprinted from the entries so far (15 entries):
SMILES	Jurkat NFkB inh	CCR6 antag	EBI2 antag	697 NFkB inh	UBC13 polyUb	APJ antagonist	Gli-Sufu block	CXCR6 block
O=C(N/N=C(\CC(=O)c1cccs1)C(F)(F)F)c1cccnc1	18	23	-5	-5	-11	22	4	16
COc1ccccc1NC(=O)COn1nnc2ccc(S(=O)(=O)N3CCOCC3)cc21	-2	4	0	-2	4	9	4	-5
CCN1CCCC(NC(=O)c2cc([N+](=O)[O-])ccc2OC)C1 (stereo unspecified)	-10	-5	-2	14	-14	-3	-10	-7
O=C(CCCN1C(=O)/C(=C/c2cccs2)SC1=S)Nc1ccc(C(=O)O)cc1	-2	19	-13	8	-6	16	2	8
CCc1nnc(NS(=O)(=O)c2ccc(NCc3cc(Cl)ccc3O)cc2)s1	15	11	-2	4	-4	2	-20	-5
O=C(c1ccccc1)c1ccc(N2CCN(C(=O)c3cccc(F)c3F)CC2)c(F)c1	12	15	3	-11	22	9	15	-4
Cc1ccc2c(c1)[C@H]1[C@H](CO2)[C@H](c2ccccc2)[C@]2(C)C(=O)NCC(=O)N12	-5	-6	-5	-17	-2	4	-7	0
CCCN(C(=S)Nc1ccccc1)C1CCS(=O)(=O)C1 (stereo unspecified)	4	6	-5	5	4	-1	11	8
Cc1ccc(-n2cc(CN3CCC(O)(c4ccccn4)CC3)c(-c3ccc(F)cc3)n2)cc1	2	9	-3	9	18	1	29	-9
COc1ccc(NC(=O)Nc2cc(C)ccc2OC(F)F)c(OC)c1	12	-3	5	2	14	7	3	6
CC1CCN(C(=O)CSc2nc3c(c(=O)n2C)SCC3)CC1	28	5	-11	-7	-8	13	-3	-9
CCOc1ccc(Cn2nnc(C(=O)NCc3ccccc3)c2N)cc1	-8	-5	20	-9	0	-40	-10	-2
OCC[C@H]1C[C@@H](O)[C@H](O)[C@@]2(CCc3ccccc3O2)O1	-18	-1	0	16	-5	4	22	-2
COc1ccc(COC(=O)N/N=C(\C)CC(=O)Nc2c(C)cc(C)cc2C)cc1	0	-16	0	2	6	21	99*	-4
COc1cccc2[nH]c3c(N4CCN(Cc5ccc6c(c5)OCO6)CC4)ncnc3c12	-6	.	.	8	15	4	.	.

(list continues)
SMILES	Jurkat NFkB inh	CCR6 antag	EBI2 antag	697 NFkB inh	UBC13 polyUb	APJ antagonist	Gli-Sufu block	CXCR6 block
O=C(Nc1ccc2nc3n(c(=O)c2c1)CCCCC3)c1c(F)ccc([N+](=O)[O-])c1F	73*	19	3	-326	10	-21	-2	6
CC(=O)C[C@H](O)CC(=O)[C@@H]1OC(=O)[C@H](C)C/C=C\Cc2ccccc21	-6	1	-4	17	0	-2	-4	2
O=C(COc1ccccc1Br)N1CCN(c2ccccc2)CC1	13	-5	2	14	14	-7	39	6
CCOc1ccc(N2CC(C(=O)Nc3ccc(S(=O)(=O)Nc4ncccn4)cc3)CC2=O)cc1 (stereo unspecified)	6	7	-7	-2	1	5	2	-3
O=C(NC(=S)Nc1ccc(NC(=O)c2ccco2)cc1)c1ccccc1	-10	6	-10	-9	10	-1	-1	0
COC(=O)Nc1ccc(S(=O)(=O)N2CCCC(C(=O)N3CCOCC3)C2)cc1 (stereo unspecified)	10	2	-2	5	2	3	5	-2
COc1cccc(C2NC(=O)NC(C)=C2C(=O)Nc2cc(OC)ccc2OC)c1 (stereo unspecified)	-8	13	-8	-5	0	-13	11	-11
CCOc1ccc(OCC(=O)Nc2ccc(S(=O)(=O)Nc3cc(C)nc(C)n3)cc2)cc1	12	-13	-6	-5	-2	3	1	0
CCc1ccc(CN2CCC(n3nccc3NC(=O)c3ccccc3C)CC2)cc1	5	3	1	5	2	8	35	-3
Cc1csc(SCC(=O)Nc2nncs2)n1	-1	2	-7	11	-4	-14	21	3
O=S(=O)(Nc1ccc(Cl)cn1)c1ccc(Cl)cc1	9	-7	-6	4	1	-1	5	-4
CC(C)(C)n1nnnc1CN(Cc1ccco1)Cc1cc2cc3c(cc2[nH]c1=O)OCO3	-4	-9	1	10	-12	-14	-8	8
CCc1nc2c(sc3nc4c(cc32)COC(C)(C)C4)c(=O)n1CCN(CC)CC	-1	-6	4	-10	2	-2	18	-1
O=C(Nc1nnc(-c2ccc(F)cc2)o1)c1cccc([N+](=O)[O-])c1	8	38	-4	2	-31	1	29	22
O=C(CSc1nc2[nH]c(=O)cc(O)c2s1)Nc1nncs1	.	-13	3	.	.	.	9	1
CCCOc1ccc(N2C(=O)CC(N3CCN(c4ccc([N+](=O)[O-])cc4)CC3)C2=O)cc1 (stereo unspecified)	2	7	-3	-33	-24	9	10	-25
CCN(CC)S(=O)(=O)c1ccc2c(c1)nc(CCC(=O)OCC(=O)Nc1cc(Cl)cc(Cl)c1)n2C	6	2	3	-16	-2	-7	-7	-3
CCOC(=O)Nc1ccc([N+](=O)[O-])cc1OC	2	11	-4	17	1	-14	6	-6
N#CC(C#N)=C1C=CC=CN1/C(=C\c1ccco1)C(=O)c1ccc(-c2ccccc2)cc1	.	83*	29	.	.	.	14	44*
Cn1c(=O)c(N=O)c(N)n(Cc2ccccc2)c1=S	4	20	-1	21	-18	12	2	1
CC(C)(C)C(=O)N1c2ccccc2CCc2ccccc21	-10	10	5	5	-4	9	-8	0
CCN(CC)C(=O)Nc1ccc(Br)cc1	1	-5	4	19	9	-1	0	3
CCC(C(=O)NC1CCCC1)N(C(=O)Cn1nnc(-c2ccc(C)o2)n1)C(C)(C)C (stereo unspecified)	3	10	-10	8	7	29	-4	-2
S=C(Nc1cccc(Cl)c1)N1CCOCC1	1	5	-1	13	6	5	5	6
CC1(C)Oc2ccc(NC(=O)C3COc4ccccc4O3)cc2O1 (stereo unspecified)	-111	7	-1	-157	-5	15	-71	-13
Next section
SMILES	Jurkat NFkB inh	CCR6 antag	EBI2 antag	697 NFkB inh	UBC13 polyUb	APJ antagonist	Gli-Sufu block	CXCR6 block
COc1ccc(-c2noc(CN(C)C(=O)CCN3C(=O)[C@H]4CC=CC[C@H]4C3=O)n2)cc1	-10	14	0	-7	-3	-5	-7	9
CCC(=O)Nc1sc2c(c1C#N)CCCCC2	-7	20	0	-6	10	3	-1	-6
Nc1cccc(-c2csc(-n3ncc(C(=O)O)c3C(F)(F)F)n2)c1	-3	7	3	20	1	11	0	0
Cc1cccc(-c2nc3ccccc3c(=O)n2NC(=O)Cc2ccc(Cl)cc2)c1	12	0	-3	16	6	2	1	-2
CCOc1ccc(CCNC(=O)CN2C(=O)COc3ccc(S(=O)(=O)N4CCOCC4)cc32)cc1	0	11	-6	16	1	17	-9	-6
Cc1ccc(C(=O)NCC(=O)NCC(=O)OCc2ccc(F)cc2)cc1	2	3	2	11	6	-11	-4	-9
Cc1ccc(NC(=O)CNC(=O)c2ccc(C(C)(C)C)cc2)cc1S(=O)(=O)N1CCOCC1	-8	3	5	-18	5	-2	-5	2
COc1ccc(NS(=O)(=O)c2ccc(NC(=S)NC(=O)/C=C/c3ccccc3)cc2)nn1	2	27	-9	-1	-32	26	0	13
COc1c(C)cc(Br)cc1C(=O)Nc1cccc(NC(=O)c2ccco2)c1	4	7	2	-11	9	8	21	1
COc1cc(/C=N/N2C(C)CCCC2C)cc(Br)c1O (stereo unspecified)	-18	11	1	-12	-6	16	5	-5
CSc1ccc(Cl)c(C(=O)Nc2ccc(C)cn2)c1	-2	9	-5	21	3	3	-9	2

Compound profiles, as listed above.
COc1c(C)cc(Br)cc1C(=O)Nc1cccc(NC(=O)c2ccco2)c1 is listed with Jurkat NFkB inh: 4; CCR6 antag: 7; EBI2 antag: 2; 697 NFkB inh: -11; UBC13 polyUb: 9; APJ antagonist: 8; Gli-Sufu block: 21; CXCR6 block: 1
CSc1ccc(Cl)c(C(=O)Nc2ccc(C)cn2)c1 is listed with Jurkat NFkB inh: -2; CCR6 antag: 9; EBI2 antag: -5; 697 NFkB inh: 21; UBC13 polyUb: 3; APJ antagonist: 3; Gli-Sufu block: -9; CXCR6 block: 2
